Screens from PubChem BioAssay.
Pf Dd2 growth: Plasmodium falciparum Dd2 growth inhibition; P. falciparum Dd2 growth, SYBR Green, 72 h; Potency, µM (highest dose often 28.9 µM), without a hit: at the top dose activity, negative = inhibition, hits mostly inhibitors; 120,000 tested, 4.3% active; AID 1347417; active = well fitted inhibition curve with a large enough effect; inconclusive = small, poorly fitted or top-dose-only effect; inactive = no such curve, though single readings can be large or run the other way;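 also: plate controls were DMSO vehicle for no effect and reference drug for full effect; nearly all actives have a fitted effect of over 65% in size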
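Readout: SYBR Green fluorescence, 485 nm excitation, 535 nm emission, after ~16 h lysis at 37C. Before that, Dd2-infected red cells (2.5% hematocrit) grew 72 h with compound, 29 uM top final concentration.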
* = called active by the depositor; i = inactive; ? = inconclusive; [ ] = another dose, or the depositor's remark. Potency is read from the fitted curve at half-maximal effect. An excerpt (hit frequency here may not be typical).

SMILES	Pf Dd2 growth
O=[S+]1([O-])NCC2(CCN(Cc3ccccc3C(F)(F)F)CC2)Nc2ccccc21	13µM*
Cc1nc2c(c(-c3ccc(O)cc3)n1)CN(C(=O)C1CC1)CC2	-2%[44.1 µM]
CNC(=O)[C@@H]1C[C@H](Oc2cccnc2)CN1C(=O)c1ccc(OC)nc1	24%
COc1cccc(NC(=O)c2ccc(N3CC4CC(C3)[C@H]3CCCC(=O)N3C4)nc2)c1 (stereo not given in full)	i
Cc1cc(C)c(NC(=O)c2cc(S(=O)(=O)N3CCC4(CC3)OCCO4)ccc2F)c(C)c1	i
CSc1ncc(C(=O)Nc2ccc(C(C)=O)cc2)c(-c2ccccc2)n1	19%
CCOC(=O)c1ccc2nc(C)cc(Nc3cccc(C(=O)O)c3)c2c1	1%
O=C(Nc1ccc2nc(SCC(=O)N3CCCc4ccccc43)sc2c1)c1cccc(Cl)c1	?
O=C(NCc1cccc(Cl)c1)c1noc(-c2ccc(F)cc2)n1	-12%
CC(=O)N1Cc2ccccc2CC2(CCN(CCc3ccccc3)C2)C1 (stereo not given)	?
Fc1cccc(-c2nc(-c3ccncc3)no2)c1	39%[activator]
NC(=O)c1ccc(NC(=O)C2CC(=O)N(c3n[nH]c4cccc(F)c34)C2)cc1 (stereo not given)	10%
COCCNC(=O)N1CCCC(CNC(=O)c2cccc3ccccc23)C1 (stereo not given)	-17%
CN1CCCC(CN(CCc2ccccc2)C(=O)c2cc(C#N)cn2C)C1 (stereo not given)	?
COc1ccc(C(=O)n2nc(-c3cccnc3)nc2NCc2ccccc2)cc1OC	29%
COCCC1(C(=O)O)CCCN(CCN2CCCC2=O)C1 (stereo not given)	-9%
CN(C)[C@@H]1CN(Cc2ccccc2F)CC[C@@H]1CNC(=O)C1CC1	-6%
CCC1Oc2ccc(NC(=O)Cc3ccccc3)cc2CN(Cc2ccccc2)C1=O (stereo not given)	?
Cc1noc(-c2cn(C3CCN(C(=O)c4ccccc4F)C3)nn2)n1 (stereo not given)	-7%
COc1ccc(C(=O)N2CCn3c(nnc3[C@@H]3C[C@@H](O)CN3C(C)C)C2)c(OC)n1	-28%
N#CC1(c2ccc(-c3cccc(CN4CCOCC4)c3)cc2)CCCC1	-10%
Cc1ccc(CCNC(=O)CN2N=C(c3ccc(C)cc3)CCC2=O)cc1	50%[activator]
O=c1oc2c(CN3CCOCC3)c(O)ccc2cc1-c1ccccc1	?
C[C@]1(CO)[C@H]2Cc3sc(NC(=O)c4ccc(F)cc4)nc3[C@@H](CC(=O)NCc3cccs3)[C@]2(C)CC[C@H]1O	?
CC(C)c1nncn1C1CCN(S(=O)(=O)c2ccc(Cl)cc2)CC1	-16%
CC(=O)NCCc1nc2ccccc2n1CCCCOc1ccc(Cl)cc1	12%
COc1ccc(S(=O)(=O)N2CCc3c(C(=O)NCc4cccc(F)c4)cccc32)cc1	i
COc1ccc(-c2cc(N3CCN(C(=O)Cc4ccccc4Br)CC3)n[nH]2)cc1	-13%
CCCNC(=O)N1C[C@@H](Oc2ccccc2)C[C@H]1C(=O)N1CCOCC1	-15%
CC(C)CN1Cc2ccccc2-n2ccnc2C12CCN(C(=O)C(C)C)CC2	-21%[5.79 µM]

An excerpt from above in order of SMILES length, falling:
SMILES	Pf Dd2 growth
COc1ccc(-c2cc(N3CCN(C(=O)Cc4ccccc4Br)CC3)n[nH]2)cc1	-13%
CCCNC(=O)N1C[C@@H](Oc2ccccc2)C[C@H]1C(=O)N1CCOCC1	-15%
COCCC1(C(=O)O)CCCN(CCN2CCCC2=O)C1 (stereo not given)	-9%

The list continues.
SMILES	Pf Dd2 growth
COc1ccc(OC)c(C2c3c(-c4ccc(Br)cc4)n[nH]c3C(=O)N2c2ccc(Cl)cc2)c1 (stereo not given)	?
COc1ccccc1C(O)c1nc(Nc2ccc(C(F)(F)F)cc2)n[nH]1 (stereo not given)	?
C1CC(N2CC(OCC3CC3)C23CCOCC3)CCN1 (stereo not given)	-1%
COc1cccc(C(=O)N2CCC3(CC2)NC(=O)CC3C(=O)O)c1OC (stereo not given)	2%
CNC(=O)c1cccc(-c2cnc(Nc3cccnc3)c3c2CCO3)c1	?
CCCc1ccc(C2Sc3ccccc3NC3=C2C(=O)c2ccccc23)cc1 (stereo not given)	3.2µM*
C1CNC(c2nc(CCOCC3CC3)no2)C1 (stereo not given)	?
CC(C)c1ccc(S(=O)(=O)N2CCCC(Cn3cnc4cccnc43)C2)cc1 (stereo not given)	-14%
CCCc1noc(-c2ccn3c(CNC(=O)c4ccc5[nH]ccc5c4)nnc3c2)n1	-19%
COC(=O)CN1C(=O)N(CCc2ccccc2)C2(CCN(Cc3ccccn3)CC2)C1=O	-21%
CC(C)C(=O)N1CCCCCCNC(=O)[C@@H]2C[C@@H](C(=O)NCCc3c[nH]c4ccccc34)C[C@@H]21	?
O=C(COc1ccccc1)Nc1ccccc1OCc1cc(=O)n2ccccc2n1	9%
CC(=O)N1Cc2ccccc2CC2(CCN(CC3CCOCC3)C2)C1 (stereo not given)	?
COCCOCc1nc(C2CCCCN2C(=O)Nc2cccc(Cl)c2)no1 (stereo not given)	i
COc1ccc(/C=C/c2nc(-c3ccccc3O)n(-c3ccccc3)n2)cc1OC	?
Cc1c(C(=O)N2CCCCCC2)c(S(=O)(=O)NCc2ccccc2)c(C)n1C	-13%
COc1ccc(S(=O)(=O)N(CC(=O)NCc2ccccc2OC)c2ccc(C)cc2)cc1	-20%
CCOc1ccccc1CNCc1c(C(=O)O)c(C)n(Cc2ccc(Cl)cc2)c1C	-1%
COc1cc(CN2CCC3(CCCO3)CCC2=O)cc(OC)c1 (stereo not given)	-2%
CCOC(=O)c1ccc(NC(=O)CC2C(=O)N(c3cccc(OC)c3)C(=O)N2Cc2ccc(OC)cc2)cc1 (stereo not given)	85%[activator]
COC[C@@H]1CN(c2ncccn2)C[C@H]1C(=O)O	7%
Cc1ccc(CN2CCc3nc(C(=O)Nc4nc(C)cs4)oc3CC2)cc1	?
Cc1ccccc1NC(=O)CSc1nc2nccnc2c(=O)n1CCc1c[nH]c2ccccc12	i
CCn1c(C(=O)OC)c(NC(C)=O)c2cc(NC(C)Cc3ccccc3OC)cnc21 (stereo not given)	-16%
C=CCNC(=O)CCc1c(C)nn(-c2ccccc2)c1Oc1ccccc1	-22%
CNC(=O)c1cc2cc(-c3c(C)noc3C)nc(-c3ccc(F)cc3OC)c2o1	?
COc1cccc(-c2ccc3c(N)c(C(=O)NCc4ccc(Cl)cc4)sc3n2)c1	?
O=C(O)COc1ccc(-c2nccc3c2C(=O)N(Cc2cccc(C(F)(F)F)c2)CC(COc2ccc4cnccc4c2)O3)cc1 (stereo not given)	?
CCc1ccc(CNC(=O)c2cccc(-n3c(C)nc4cccnc43)c2)cc1	i
COCCCNC(=O)CCCn1c(SCC(=O)c2ccc(Br)cc2)nc2c(sc3ccccc32)c1=O	-25%

4 of these compounds, reformatted.
CCCc1noc(-c2ccn3c(CNC(=O)c4ccc5[nH]ccc5c4)nnc3c2)n1
  Pf Dd2 growth: -19%

COC(=O)CN1C(=O)N(CCc2ccccc2)C2(CCN(Cc3ccccn3)CC2)C1=O
  Pf Dd2 growth: -21%

CC(C)C(=O)N1CCCCCCNC(=O)[C@@H]2C[C@@H](C(=O)NCCc3c[nH]c4ccccc34)C[C@@H]21
  Pf Dd2 growth: ?

O=C(COc1ccccc1)Nc1ccccc1OCc1cc(=O)n2ccccc2n1
  Pf Dd2 growth: 9%

Fetched by structure from above:
SMILES	Pf Dd2 growth
Cc1c(C(=O)N2CCCCCC2)c(S(=O)(=O)NCc2ccccc2)c(C)n1C	-13%
C1CC(N2CC(OCC3CC3)C23CCOCC3)CCN1 (stereo not given)	-1%

Other structures follow.
smiles,Pf Dd2 growth
Cc1cc(C)cc(NS(=O)(=O)c2ccc3[nH]cc(C(=O)NC4CCCCC4)c(=O)c3c2)c1,?
Nc1c(C(=O)NCCc2ccccc2)nnn1CC(=O)Nc1ccc(Cl)cc1,i
Cc1ccc2c(Sc3ccc(Cl)cc3)c(C(=O)NCCC(C)C)[nH]c2c1,19%
CCC(C)(C)C(=O)NCCc1noc(C2CC2)n1,12%
CCc1noc(-c2cn(C3CCN(C(=O)C(C)Oc4cccc(Cl)c4)CC3)nn2)n1 (stereo not given),?
COc1ccccc1CN1Cc2[nH]cnc2C[C@H]1c1nc(-c2cccc(C)c2)no1,13µM*
CCc1cc(=O)n(Cc2cccnc2)c(N2CCOCC2)n1,?
Cc1nn(C(=O)c2c(F)cccc2F)c(C)c1S(=O)(=O)N1CCOCC1,36%[activator]
CCC(C)NC(=O)C(NC(=O)c1cccc(OC)c1)C1CCN(C(=O)C2CC2)CC1 (stereo not given),1%
Cc1nc(C)c(-c2ccc(SCC(=O)Nc3ccc(C)c(F)c3)nn2)s1,2%
Cc1ccc(F)c(OCC(=O)c2ccc3c(c2)N(C(C)C(=O)NCc2ccco2)C(=O)CO3)c1 (stereo not given),i
O=C1CCN(C(=O)CCc2ccccc2)CCCCCCN1,-1%
CCc1ccccc1NC(=O)COc1ccc(NC(=O)C2CC2)cn1,-2%
Cc1ccsc1C(=O)N1CCC(n2cc(-c3nc(C4CC4)no3)nn2)C1 (stereo not given),i
COCCNc1nc2c([S+](=O)([O-])c3cccnc3)nnn2c2ccccc12,?
C=CCN(C)C(=O)C[C@@H]1c2nc(NC(=O)Cc3ccc(OC)cc3)sc2C[C@@H]2[C@](C)(CO)[C@H](O)CC[C@]21C,?
COCc1ccc(C(=O)N2CCC(c3[nH]ncc3-c3ccccc3)CC2)o1,-10%
COc1ccccc1CN1CCC2(CCCN(C3CCOCC3)C2=O)C1 (stereo not given),-12%
CCOc1ccccc1NS(=O)(=O)c1ccc2c(c1)oc(=O)n2C,-1%
Cc1ccc(NC(=O)N2C[C@H](c3nc(-c4ccncc4)no3)[C@@H](C)C2)cc1C,i
COc1ncccc1-c1cnc2[nH]cc(CC(=O)N3CCOCC3)c2c1,?
CCOc1ccc(C2Cn3nnc(-c4nc(-c5cccnc5)no4)c3CO2)cc1 (stereo not given),-5%
CCOC(=O)c1[nH]c(C)c(CCC(=O)NCc2ccccc2C)c1C,?
Cn1ncc(N2CCC(CNC(=O)c3cccc4ccnn34)C2)cc1=O (stereo not given),-5%
COc1cc(F)ccc1-c1cc2c(ccn2Cc2ccncc2)c(N2CCOCC2)n1,-4%[44.1 µM]
O=C(NC1CCN(Cc2ccccc2)CC1)c1cc2c(s1)CN(C1CCCC1)C2,7.1µM*
COCCN1Cc2[nH]nc(-c3ccccc3)c2CC1=O,-18%[44.1 µM]
O=C1CCC2(CNC(=O)c3ccsc3)CCC=C2N1 (stereo not given),6%
CCc1nc2c(=O)n(CC(=O)NCc3cccc(Cl)c3)nc(C)c2s1,i
Cc1ccccc1C(CC(=O)N1CCSCC1)c1ccccc1 (stereo not given),i
CCSc1nn(CC(=O)Nc2cccc(CC)c2)c(N)c1S(=O)(=O)c1ccccc1,?
COc1cccc(CNC(=O)CN2C(=O)CSc3c2c(C)nn3-c2ccccc2)c1,54%[activator]
Cc1nn2c(=O)cc(COC(=O)Cc3ccccc3)nc2s1,66%[activator]
CCN1CCN(CCCN2CC3(CCN(Cc4ncc[nH]4)CC3)OC2=O)CC1,-11%
CCCCNC(=O)c1cnc2sc(N3CCCCCC3)nn2c1=O,13%
O=C(C1CCN(c2cnn(Cc3ccccc3)c(=O)c2)C1)N1CCc2ccccc2C1 (stereo not given),-1%
O=C(NC1CCCCC1)N[C@H]1[C@H](O)[C@@H](Sc2ccccc2)[C@@H]2OC[C@H]1O2,-23%[44.1 µM]
O=C(NC1CCCCC1)N1CCCC(c2nn[nH]n2)C1 (stereo not given),30%
O=C(c1cccc2cnccc12)N1CCC2(CC1)Nc1ccccc1NC2=O,19%
COCCCNC(=O)N1CC[C@H]2C(=O)NCCCCCCN(Cc3ccncc3)[C@@H]2C1,-19%
Cc1ccc2c(=O)c(C(=O)c3cccc(Cl)c3)cn(CC(=O)Nc3ccc4c(c3)OCCO4)c2n1,3%
CCN(c1ccccc1)c1nnc(NC(=O)Nc2cccc(Cl)c2C)s1,-7%
COc1cccc(-c2nc3c(c(SCC(=O)Nc4cc(C)ccc4C)n2)Cc2c(CO)cnc(C)c2O3)c1,41%[activator]
Cc1oc2ncn(CC(C)C)c(=O)c2c1C(=O)NCc1cccc(Cl)c1,?
COCCOC1CCOC2(CCN(C(=O)c3n[nH]c4ccccc34)CC2)C1 (stereo not given),-1%
CC(C)(C)NC(=O)c1cnn(-c2ccccc2)c1C1CCN(C(=O)OC(C)(C)C)CC1,?
NS(=O)(=O)c1ccc(NC(=O)CN2CCN(c3ccc(F)cc3)CC2)cc1,32%[activator]
NC(=O)c1ccc2c(c1)C1(CCN(CC3CC3)C1)CN2Cc1ccccc1 (stereo not given),-21%[44.1 µM]
O=C1NCCCCCCN(Cc2ccncc2)[C@@H]2CN(S(=O)(=O)c3cccnc3)CC[C@@H]12,-2%
Cc1ccc(SCC(=O)Nc2ccc3oc(-c4ccc(F)cc4)nc3c2)cc1,-16%
CCC(Sc1nc2ccncc2[nH]1)C(=O)Nc1cc(Cl)ccc1C (stereo not given),-12%
CCCCN(C)C(=O)CC1CCN(c2ccnc(OC)n2)CC1,i
Cc1ccc(C2Cn3nnc(C(=O)N4CCC(C(=O)NCC(C)c5ccccc5)CC4)c3CO2)cc1 (stereo not given),-8%
